PTAP TSG101 blk – blocks PTAP/TSG101 interaction to inhibit HIV-1 budding | Fluorescence polarization, FITC-PTAP peptide / Tsg101 binding | Q99816 | 340,000 tested, under 10 active | Potency, µM (series often up to 115 µM), for the others: at the top dose activity change, negative = inhibition, hits mostly inhibitors; active = well fitted inhibition curve with a large enough effect in the main read-out, with a control signal flat, not every such curve was filed as active; inconclusive = small, poorly fitted or top-dose-only effect, or effect the other way, or a change in a side signal; inactive = no such curve, though single readings can be large or run the other way; also: potency is read from the fitted curve at half-maximal effect; % of control where 0% means no effect
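Compounds were pin-transferred onto Tsg101 binding domain (10 uM final) in HEPES pH 7.5 buffer, then FITC-PTAP peptide was added at 50 nM final. After 20 min at RT, polarization reported peptide displacement across a qHTS concentration series.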
USP2a inh – blocks human ubiquitin-specific protease USP2a. AID 463254. actives 0.01% (n = 330,000). Potency, µM (highest dose often 38.3 µM), inactives show at the top dose activity change, negative = inhibition, hits mostly inhibitors. USP2 core, Ub-CHOP2 coupled fluorogenic reporter, 485/531. O75604;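 also: potency is read from the fitted curve at half-maximal effect; plate controls were DMSO wells for no effect and full inhibition by NEM control for full effect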
Target sequence (O75604 whole entry, looked up): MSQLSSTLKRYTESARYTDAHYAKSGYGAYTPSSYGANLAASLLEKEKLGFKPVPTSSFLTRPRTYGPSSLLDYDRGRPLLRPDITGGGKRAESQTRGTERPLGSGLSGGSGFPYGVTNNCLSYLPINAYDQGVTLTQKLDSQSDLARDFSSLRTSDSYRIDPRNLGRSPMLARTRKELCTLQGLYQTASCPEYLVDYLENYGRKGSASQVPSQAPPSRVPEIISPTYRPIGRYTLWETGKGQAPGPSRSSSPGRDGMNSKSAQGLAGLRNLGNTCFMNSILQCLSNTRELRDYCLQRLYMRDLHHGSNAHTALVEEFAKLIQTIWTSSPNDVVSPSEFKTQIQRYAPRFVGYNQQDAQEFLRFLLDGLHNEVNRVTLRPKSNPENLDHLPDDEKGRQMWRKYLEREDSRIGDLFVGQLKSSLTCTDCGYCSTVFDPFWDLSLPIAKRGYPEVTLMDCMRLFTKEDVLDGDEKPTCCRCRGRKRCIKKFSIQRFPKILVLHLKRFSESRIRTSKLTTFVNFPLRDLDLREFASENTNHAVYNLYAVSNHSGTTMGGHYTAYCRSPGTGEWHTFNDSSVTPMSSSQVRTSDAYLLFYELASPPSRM
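Deubiquitinase activity read as fluorescence (485/531 nm) after Ub-CHOP2 cleavage activates the enterokinase reporter on its substrate; USP2 core 10nM, Ub-CHOP2 and substrate 25nM each, 30min compound preincubation then 60min RT; data normalized to NEM, curves fitted.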
Integrin act MD – integrin-mediated muscular dystrophy alleviation activation | Potency, µM (top dose mostly 38.3 µM), for the others: at the highest dose activation, actives largely listed as activators | actives 0.064% (n = 350,000) | alpha7betagal myoblasts, beta-gal FDG fluorescence, 48 h;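 also: potency is read from the fitted curve at half-maximal effect; 100% = response of the positive control SU9516; nearly all actives have a fitted effect of over 60% in size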
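Alpha7betagal+/- myoblasts (passage 13) were plated 16-24 hr, then exposed to compounds (1:260 dilution of DMSO stock) for 48 hours at 37C. After MPER lysis, β-galactosidase reporter activity was read as FDG fluorescence (ex 480/em 540) after 30 minutes.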
TRPV1 agonist – human TRPV1 agonism; TRPV1-expressing cells, Fluo-8 calcium influx, agonist mode; activation, % at 8.33 µM; Q8NER1; AID 540275; actives 0.19% (n = 320,000); in the data active = activation above about 80%; inconclusive = between about 30% and that limit; also: 0% is about no effect
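Cells expressing TRPV1 were dye-loaded with Fluo-8 and read kinetically: 10 s baseline, 3 min after compound (agonist portion), then 2 min after EC20 capsaicin (allosteric enhancer portion). Calcium-bound dye fluorescence at 480/520 nm.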
ELG1 genotoxic – induces genotoxicity in HEK293T cells with luciferase-tagged ELG1. actives 1.3% (n = 330,000). Potency, µM (highest dose often 46 µM), inactives show top-dose activity change, positive = activation, hits mostly activators. HEK293T ELG1-luciferase reporter, luminescence, 16 h. AID 504466; also: potency is read from the fitted curve at half-maximal effect; % of control where 0% means no effect; nearly all actives have a fitted effect of over 60% in size
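Genotoxicity was scored as increased ELG1-luciferase reporter signal, measured by ONE-Glo luminescence (30 min, room temperature). Compound or vehicle exposure of the HEK293T reporter cells lasted 16 hr at 37°C.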
B2AR arrestin – recruits beta-arrestin to the human beta2-adrenergic receptor; P07550; beta-arrestin recruitment to beta2AR, cell-based reporter; Potency, µM (top dose mostly 46.1 µM), for inactives: at the highest dose activation, hits mostly activators; actives 0.02% (n = 330,000); AID 492947;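 also: potency is read from the fitted curve at half-maximal effect; 0% = DMSO controls and full agonism = EC100 isoproterenol or metaproterenol; nearly all actives have a fitted effect of over 65% in size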
Target sequence (P07550 whole entry, looked up): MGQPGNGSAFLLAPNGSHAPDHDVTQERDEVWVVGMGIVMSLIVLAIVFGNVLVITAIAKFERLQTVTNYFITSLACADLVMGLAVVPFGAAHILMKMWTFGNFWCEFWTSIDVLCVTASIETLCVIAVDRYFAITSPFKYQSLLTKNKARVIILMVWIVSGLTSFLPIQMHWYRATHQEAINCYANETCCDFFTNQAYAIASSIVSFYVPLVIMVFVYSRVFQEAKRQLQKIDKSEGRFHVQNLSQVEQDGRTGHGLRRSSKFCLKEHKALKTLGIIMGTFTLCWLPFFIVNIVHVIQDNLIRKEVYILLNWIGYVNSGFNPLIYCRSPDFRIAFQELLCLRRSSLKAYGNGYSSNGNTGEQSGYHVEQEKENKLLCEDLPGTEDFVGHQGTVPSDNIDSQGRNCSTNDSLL
uPA generation – blocks generation of uPA at the cell surface; cell surface uPA generation assay, qHTS; Potency, µM (titrated, usually from 38.3 µM), without a hit: top-dose activity change, negative = inhibition, most hits filed as inhibitors; actives 0.31% (n = 330,000); AID 540303; active = well fitted inhibition curve with a large enough effect; inconclusive = small, poorly fitted or top-dose-only effect; inactive = no such curve, though single readings can be large or run the other way; tested in mouse RAW 264.7 cells; also: potency is read from the fitted curve at half-maximal effect; % is scaled to controls: 0 for no effect and ±100 for the full control effect; nearly all actives have a fitted effect of over 55% in size
Eya2 phos inh – inhibitors of human Eya2 phosphatase activity; AID 488837; Potency, µM (titrated, usually from 76.9 µM), for inactives: top-dose activity, negative = inhibition, hits mostly inhibitors; actives 0.006% (n = 330,000); recombinant Eya2, OMFP fluorescence dephosphorylation (OMFP is methylfluorescein phosphate); O00167; also: potency is read from the fitted curve at half-maximal effect; % is scaled to controls: 0 for no effect and ±100 for the full control effect
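Eya2 protein (added as 0.2 uM solution) was preincubated with compound for 10 min at ambient temperature in 50 mM HEPES pH 7.5, 50 mM NaCl, 5 uM MgCl2, 0.05% BSA, 1 mM DTT. OMFP (added at 50 uM) then reacted 10 min; fluorescence read at 485/525 nm.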
p53 reactivation – restores transcriptional activity of mutant p53. H1299 p53-A138V BP100-luciferase reporter, luminescence, 24 h. Potency, µM (doses to about 92.2 µM), without a hit: top-dose activity change, positive = activation, actives largely listed as activators. actives 0.063% (n = 320,000). AID 504706; also: potency is read from the fitted curve at half-maximal effect; % of control where 0% means no effect; nearly all actives have a fitted effect of over 45% in size
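p53-null H1299 cells stably carrying temperature-sensitive p53-A138V and a BP100-luciferase reporter were pinned with compounds (4-point, 1:5 series) and held 24 hrs at 37 deg C. Luminescence was read 10 min after detection reagent.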
BRCA1 expr up – activators of BRCA1 expression; MCF7-BRCA1-FFLuc reporter, luminescence, 48 h; response scale: scaled: vehicle 0%, 10 µM genistein 100%; Potency, µM (titrated, usually from 46.1 µM), for the others: at the highest dose activation, actives largely listed as activators; actives 1.1% (n = 380,000); AID 624202; also: potency is read from the fitted curve at half-maximal effect; nearly all actives have a fitted effect of over 80% in size; some results filed as inactive show a strong effect at the top dose
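Luminescence from a BRCA1-driven firefly luciferase in MCF7 cells was read after 48 h compound exposure at 37 C. Data normalized against DMSO and a 10microM genistein activation control, then curve-fitted across the titration.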
S-ASM inh – blocks human secretory acid sphingomyelinase; P17405; placental ASM, HMU-PC fluorogenic substrate, 60 min; Potency, µM (titrated, usually from 57.5 µM), for the others: top-dose activity change, negative = inhibition, most hits filed as inhibitors; actives 0.006% (n = 340,000); AID 504937; also: potency is read from the fitted curve at half-maximal effect
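Human placenta-derived ASM preincubated with compound 10 min at room temperature, then reacted with 9 uM (final) fluorogenic HMU-PC substrate for 60 min at 37 C. Stop solution raises pH to 10; fluorescence read at Ex 386/Em 447 nm.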
* = called active by the depositor; ? = inconclusive; . = not tested or not shown; [ ] = remark or other dose. Unless noted, calls follow the shape of the dose curve; as a rule, active = well fitted curve in the direction sought with a large enough effect; inconclusive = small, poorly fitted or top-dose-only effect, or another doubt; inactive = no such curve, though single readings can be large; an effect the other way counts as inactive or inconclusive.

mol	Eya2 phos inh	BRCA1 expr up	USP2a inh	TRPV1 agonist	S-ASM inh	uPA generation	p53 reactivation	ELG1 genotoxic	PTAP TSG101 blk	B2AR arrestin	Integrin act MD
COC(=O)c1scc(C)c1-n1ccc(C(=O)C(=O)N(C)C)c1	-7.0%	-4.9%	0.6%	-1.6	1.9%	17.9%	-6.6%	1.5%	-9.1%	0.1%	17.9%
COc1ccc(/C(C)=N/Nc2nc3ccccc3nc2C)cc1OC	-9.8%	35.0%	0.1%	2.5	-10.1%	-18.2%	3.7%	1.0%	-4.9%	?	-48.5%[inhibitor]
COC(=O)C1=C(C)N=C2SC(C)C(=O)N2C1/C=C/c1ccccc1 (stereo not drawn)	-11.0%	0.8%	3.9%	13.7	0.6%	3.5%	4.7%	1.3%	-7.8%	0.2%	19.3%
CCNC(=O)COC(=O)c1cc(S(=O)(=O)N2CCCCC2)ccc1C	-9.3%	-2.9%	-2.2%	0.5	-0.7%	-4.0%	-3.1%	-0.4%	-3.1%	-0.6%	-9.8%
CC(=O)NC(CC(=O)OCC(=O)N1CCN(S(=O)(=O)c2ccc(C)cc2C)CC1)c1ccccc1 (stereo not drawn)	15.5%	-2.1%	-4.4%	0.5	-3.0%	8.2%	0.6%	-0.4%	-3.1%	-0.4%	4.5%
CCCc1cc(=O)n2[nH]cnc2n1	-34.1%	-2.3%	3.3%	-4.0	3.1%	5.8%	-0.7%	-10.5%	-5.3%	-2.1%	11.4%
CCn1c(SC(C)C(=O)Nc2nccs2)nnc1-c1ccncc1 (stereo not drawn)	-2.4%	-8.9%	1.7%	4.2	4.6%	7.5%	-8.7%	16.3%	-2.9%	0.2%	1.9%
Cc1cc(C=O)c2c(c1)C=CC1(Oc3ccccc3C(=O)N1C)O2 (stereo not drawn)	-10.5%	.	7.9%	?	.	.	-6.3%	-3.8%	.	11.1%	.
CCOc1ccc(C(=O)N[C@H](C(=O)NNC(=O)c2cccs2)C(C)C)cc1	2.9%	-3.3%	-1.5%	.	-2.0%	-0.3%	2.7%	-1.7%	0.6%	0.0%	-12.1%
O=C(Nc1ccc(S(=O)(=O)N2CCCCC2c2cccnc2)cc1)c1c(F)cccc1F (stereo not drawn)	-1.6%	-26.8%	1.8%	-1.1	4.6%	18.3%	-2.3%	-11.8%	-5.1%	0.5%	26.0%
COc1ccc(-c2ccc(OC)c([C@H]3[C@H]4C=CC[C@@H](C)[C@@H]4C(=O)N3Cc3ccccc3)c2)cc1	2.7%	0.7%	7.4%	?	-18.6%	?	0.5%	-5.9%	2.7%	-0.2%	2.4%
COc1ccc(NC(=O)Cn2cnc3sc(C)c(S(=O)(=O)N4CCOCC4)c3c2=O)c(OC)c1	-2.9%	-0.5%	0.4%	-0.2	1.1%	-4.6%	-1.0%	2.3%	-3.5%	0.3%	-22.3%
O=C(CSc1nc(COc2ccccc2)nc2ccccc12)NC1CCCC1	2.4%	-14.0%	1.4%	-2.0	-0.6%	-1.9%	-1.3%	-1.1%	-1.0%	-0.8%	0.4%
COCCn1c(SCC(=O)Nc2cccc(F)c2)nc2c(c1=O)SCC2	8.3%	-13.8%	-1.0%	1.7	-0.3%	-15.1%	-7.5%	1.1%	-1.5%	0.0%	-2.0%
Nc1ccccc1C(=O)NNC1=C(C(=O)C(F)(F)F)CCC1	-2.2%	-30.2%	-0.3%	8.7	12.2%	-2.2%	?	11.2%	-4.7%	-1.1%	?
COc1ccc(S(=O)(=O)NC2CC2)cc1Br	4.4%	-50.3%	2.9%	-1.3	3.2%	8.4%	?	1.6%	-0.1%	-1.1%	4.7%
COc1ccc(CCC(=O)NC(C)C)cc1	-7.2%	-2.5%	0.8%	1.2	3.1%	-0.1%	11.5%	-2.0%	-2.4%	-0.5%	13.3%
COc1ccc(NS(=O)(=O)c2cc(-c3nnnn3C)ccc2OC)cc1	9.6%	1.2%	0.8%	-0.5	2.1%	2.9%	-3.9%	0.2%	-2.6%	-0.1%	-19.8%
COc1ccc(NC(=O)C2CCCN(S(=O)(=O)c3cccc4cccnc34)C2)c(OC)c1 (stereo not drawn)	-3.6%	8.0%	0.1%	.	-1.6%	13.4%	-8.7%	-9.4%	-3.2%	-0.4%	-3.0%
Cc1ccc(NC(=O)N(Cc2ccco2)Cc2cc3cc(C)cc(C)c3nc2Cl)cc1	-4.7%	.	-2.9%	-3.3	.	.	?	17.0%	.	0.0%	.
CCC(C)n1c(-c2ccco2)nc2nc3ccccc3nc21 (stereo not drawn)	-4.0%	.	2.6%	17.6	.	.	-1.1%	-1.4%	.	-0.1%	.
COc1ccc(Nc2nc(-c3ccc4c(c3)NC(=O)CO4)cs2)cc1	?	6.8%	-0.7%	2.0	-5.6%	8.1%	0.2%	-10.0%	-1.2%	-0.1%	-5.0%
O=C(O)CCCNC(=O)c1cccc(C(=O)NCCCC(=O)O)n1	4.0%	-6.0%	5.3%	-0.5	3.4%	-0.1%	0.9%	0.5%	2.4%	0.6%	7.9%
O=C(CNC(=O)c1ccc2c(c1)OCCO2)N/N=C/c1ccco1	-3.0%	-6.7%	0.2%	-1.1	0.2%	6.1%	-0.9%	3.0%	-1.2%	-0.4%	41.5%
COCCNC(=O)/C(C#N)=C/C(C)=C/c1ccccc1	-4.1%	-6.6%	1.5%	16.1	2.8%	-8.0%	?	6.8%	-3.1%	-0.2%	-43.2%
NS(=O)(=O)c1ccc(NC(=O)c2cc(-c3cc(Cl)ccc3O)n[nH]2)cc1	-4.5%	-37.5%	-0.8%	4.7	-3.4%	8.0%	-15.5%	-1.0%	-1.4%	0.1%	-1.7%
CCN(CC)S(=O)(=O)c1cccc(C(=O)OCC(=O)Nc2ccccc2OC(F)F)c1	15.3%	8.5%	3.0%	-0.2	-1.5%	.	-0.2%	0.4%	-4.6%	-0.1%	18.8%
COC(=O)c1sccc1-n1cccc1C(=O)C(=O)N1CCOCC1	0.6%	-0.4%	-0.2%	-5.4	-0.8%	-2.7%	-3.1%	-0.1%	1.0%	-0.6%	-11.3%
COc1cccc(/C=N/NC(=O)c2nc(-c3ccccc3)cc(-c3ccccc3)n2)c1	6.2%	5.9%	-1.8%	-4.1	-7.8%	11.1%	4.5%	-9.0%	0.0%	0.2%	1.9%
CCOC(=O)C1CCN(Cc2cn[nH]c2-c2ccccc2)CC1	10.6%	-0.4%	1.2%	-0.1	2.0%	4.6%	-3.7%	-1.2%	-0.6%	0.8%	4.9%
CN(c1ccccc1C(=O)Nc1ccc(F)c(F)c1)S(C)(=O)=O	14.4%	0.6%	-4.1%	-4.0	1.7%	-2.8%	0.0%	0.4%	-1.2%	-0.4%	-4.7%
CC(=O)Nc1ccc(NC(=O)C(C)OC(=O)c2c(NC(C)=O)sc(C)c2C)cc1 (stereo not drawn)	26.8%	-14.4%	-0.1%	-1.0	-11.2%	6.8%	-1.7%	-1.8%	-4.1%	0.4%	37.1%
COc1ccc(N(CC(=O)O)S(C)(=O)=O)cc1OC	-0.2%	2.2%	1.5%	-1.4	-2.7%	6.8%	6.1%	-3.1%	-5.8%	-0.1%	0.0%
CCn1nc(C)cc1C(=O)Sc1ccc(Cl)cc1Cl	-4.6%	1.5%	0.4%	-2.3	-2.5%	1.0%	1.4%	-4.4%	-3.1%	-0.4%	-29.1%
CS(=O)(=O)N1CCc2cc(C(=O)Nc3cccc([N+](=O)[O-])c3)ccc21	8.8%	37.8%	0.3%	12.0	-7.8%	-3.6%	.	1.6%	-5.9%	0.0%	-17.0%
O=c1sc(Nc2ccccc2)nc2ccccc12	-0.5%	-20.7%	2.9%	0.6	-1.8%	12.1%	-6.4%	0.9%	-0.3%	0.1%	5.1%
CC(C)(C)N(Cc1ccccc1)C(=O)CCc1ccccc1	-11.3%	-5.5%	-3.3%	2.3	-4.3%	7.2%	-2.5%	-10.0%	-3.3%	0.0%	5.5%
CCOC(=O)C(=O)N=Nc1c(O)[nH]c2ccccc12	-0.5%	-14.7%	2.7%	-2.5	-0.5%	2.7%	-0.9%	0.0%	-3.5%	-0.5%	8.7%
C[C@@H]1COC(=O)[C@@H](CC(=O)OC(C)(C)C)C/C=C\C[C@@H](CC(=O)NCCO)C(=O)N1	6.0%	2.5%	-7.3%	.	-0.2%	8.1%	6.8%	1.7%	-1.1%	-0.3%	-0.3%

Assay outcomes (PubChem)
